Screens: PubChem, several laboratories
KLF5 inhibitor: kruppel-like factor 5 inhibition; actives 0.23% (n = 290,000); AID 1700; DLD-1 KLF5 promoter-luciferase reporter, luminescence; inhibition, % at 5 µM;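 active = inhibition above a per-plate limit of that plate's mean compound inhibition plus 3 SD, cut at about 60% in these data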;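 note: 0% = DMSO wells and 100% = LY294002 at 200 µM; higher means less KLF5 promoter-driven luciferase light; inactives centre near -14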
HSF1 activator: increases HSF-1 driven luciferase reporter signal; NIH3T3-HGL HSF-1 luciferase reporter, MG132, 8 h; 100% = twice DMSO control signal; activation, % at 9 µM; actives 1.7% (n = 300,000);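 active = mean replicate activation of at least 50% with a set share of replicates each reaching 50%; inconclusive = only one of those two conditions met; inactive = mean below 50% and too few replicates reaching it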;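 note: 0% = median of the neutral control wells and 100% = twice that signal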
IEC-6 cytotox: IEC-6 cytotoxicity, counter-screen for KLF5 inhibitors; luminescence viability; inhibition, % at 5 µM; actives 0.78% (n = 290,000); AID 1825; in the data active = inhibition above about 22%;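 note: 0% = plate median of test compound wells and 100% = cytotoxic reference compound wells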
HIF activator: HIF pathway transcriptional activation; U2OS HRE-luciferase reporter, luminescence; normalized: DMSO 0%, desferrioxamine 100%; activation, % at 7.5 µM (by protocol); actives 0.32% (n = 300,000);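 active = mean activation of at least 10% of the iron chelator positive control signal, with at least half of replicates also reaching 10%; inconclusive = mean and replicate majority disagree about reaching 10%; inactive = mean and most replicates under 10%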
GSK3beta inhib: blocks human GSK3beta kinase activity | GST-GSK3beta kinase, ADP-Glo luminescence, 60 min; stronger effect = lower value | activity score (negative = inhibition), % at 10 µM | actives 0.038% (n = 300,000);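 active = more than half of replicate wells score below -50%, meaning over 50% inhibition versus plate controls; inconclusive = some replicates but at most half score below -50%; inactive = no replicate scores below -50%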;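 note: 0% = median DMSO wells and -100% = median GW8510 positive control wells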
Target sequence (P49841 whole entry, looked up): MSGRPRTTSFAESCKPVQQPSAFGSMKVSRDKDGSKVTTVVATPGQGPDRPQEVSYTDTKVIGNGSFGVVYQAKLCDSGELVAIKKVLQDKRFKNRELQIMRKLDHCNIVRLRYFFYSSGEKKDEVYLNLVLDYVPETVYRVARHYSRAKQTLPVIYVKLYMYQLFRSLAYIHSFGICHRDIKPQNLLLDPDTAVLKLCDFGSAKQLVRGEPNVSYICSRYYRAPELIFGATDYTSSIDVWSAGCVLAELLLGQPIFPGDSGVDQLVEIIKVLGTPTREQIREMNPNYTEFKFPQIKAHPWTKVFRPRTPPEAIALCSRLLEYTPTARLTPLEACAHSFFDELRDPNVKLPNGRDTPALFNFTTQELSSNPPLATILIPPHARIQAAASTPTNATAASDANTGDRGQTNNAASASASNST
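Assay system: GST-fused GSK3beta enzyme, cell-free / Medium: Tris pH 7.5 buffer with MgCl2, DTT, BSA, heparin / Also added: peptide substrate plus 25 µM ATP (final) / Compound: 10 µM single point / Timing: kinase reaction with compound 60 min at room temperature / Detection: ADP-Glo luminescence / Benchmarks: DMSO neutral wells and GW8510 at 20 µM as positive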
HSF1 inh: HSF1 inhibition | NIH3T3-HGL HSE-luciferase, MG132-induced, luminescence 8 h; stronger effect = lower value | activity change, negative = inhibition, % at 7.5 µM (by protocol) | actives 0.77% (n = 300,000);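 active = more than half of replicate wells show activity change below -50%, luminescence cut by over half; inconclusive = some wells, but at most half, below -50%; inactive = no replicate well below -50%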;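 note: luciferase reports HSF-1 transcriptional activity via heat shock element; 0% = median of DMSO wells and -100% = zero luminescence signal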
HSP90 refold inh: HSP90 refolding inhibition in rabbit reticulocyte lysate. luciferase refolding luminescence, 3 h. inhibition, % at 5.6 µM. actives 0.91% (n = 290,000). AID 1789;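 active = inhibition above the screen-wide mean plus 3 SD, computed separately per campaign, cut at about 16% in these data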;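 note: 0% = DMSO wells and 100% = 60 µM geldanamycin wells; inhibitors lower the luminescence because luciferase stays unfolded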
AI-2 QS modul: Vibrio harveyi AI-2 quorum sensing modulation; Vibrio harveyi JMH597 AI-2 luminescence/OD600 ratio, 9 h; stronger effect = lower value; strain lacks LuxN and CqsS sensors; 0 = neutral-control median; activity change, % at 7.5 µM; actives 0.4% (n = 300,000); in the data active = activity change below about -75%, passing the limit was not always enough; inconclusive = no clear call, values can overlap the other calls;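 note: luminescence divided by OD600 gain over 9 h not by final OD600 alone; inactives centre near 13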
aSyn 5UTR inh: MLPCN primary screen, SNCA 5' untranslated region. alpha-synuclein 5'UTR reporter, inhibitor activity. actives 0.82% (n = 300,000). inhibition, % (tested at 7.5 µM); in the data active = inhibition above about 60%; inconclusive = no clear call, values can overlap the other calls;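 note: H4 neuroglioblastoma cells stably carrying SNCA 5'UTR luciferase fusion; 0% = DMSO wells and 100% = positive control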
GSK3A inh: human GSK-3 alpha kinase inhibition; P49840; ADP-Glo luminescence, 60 min; inhibition, % at 10 µM; actives 0.1% (n = 320,000); AID 2650;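 in the data active = inhibition above about 50%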;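 note: GST-tagged GSK-3 alpha with peptide substrate and 25 µM ATP; 0% = DMSO neutral wells and 100% = GW8510 positive control wells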
Target sequence (P49840 whole entry, looked up): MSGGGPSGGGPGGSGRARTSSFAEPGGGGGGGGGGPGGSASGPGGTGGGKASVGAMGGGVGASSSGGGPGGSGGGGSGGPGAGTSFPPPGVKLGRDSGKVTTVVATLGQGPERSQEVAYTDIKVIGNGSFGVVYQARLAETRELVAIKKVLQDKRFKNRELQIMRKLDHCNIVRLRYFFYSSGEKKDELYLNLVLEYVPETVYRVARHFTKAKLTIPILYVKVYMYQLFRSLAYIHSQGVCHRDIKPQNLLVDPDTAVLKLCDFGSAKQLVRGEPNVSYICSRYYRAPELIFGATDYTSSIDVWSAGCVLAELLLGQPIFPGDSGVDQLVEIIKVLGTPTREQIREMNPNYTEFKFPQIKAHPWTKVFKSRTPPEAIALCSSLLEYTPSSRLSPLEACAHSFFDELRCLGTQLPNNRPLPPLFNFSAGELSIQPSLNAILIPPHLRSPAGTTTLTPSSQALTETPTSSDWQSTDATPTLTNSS
An asterisk follows results filed as active; ? = inconclusive; . = not tested or not shown.

SMILES	KLF5 inhibitor	HSF1 activator	IEC-6 cytotox	HIF activator	GSK3beta inhib	HSF1 inh	HSP90 refold inh	AI-2 QS modul	aSyn 5UTR inh	GSK3A inh
CC(C)(C)NC(=O)CSc1nncn1NCc1cccc2ccccc12	-22	.	2	-0.3	0	.	-7	32	15	-3
O=C(CSc1nc2ccccc2c(=O)n1CCCN1CCOCC1)NC12CC3CC(CC(C3)C1)C2	-9	-4	0	-0.7	1	4	0	13	-11	-2
COc1cccc(/C=C/C(=O)c2cccc([N+](=O)[O-])c2)c1	-4	1	-2	0.0	3	12	1	4	-22	-2
NNC(=O)COc1ncn(-c2ccccc2)n1	-4	-5	-2	-0.2	3	-5	2	21	-2	-1
CCCn1c(Nc2cccc(OC)c2)nc2ccccc21	-26	8	-1	-0.2	-3	6	0	1	-6	-1
COc1ccc(CCNC(=O)COC(=O)c2cnccn2)cc1	-15	-5	5	-0.1	-2	-4	0	-5	1	.
Cc1ccc(S(=O)(=O)N(CC(=O)N/N=C/c2cccc(Cl)c2)c2cccc3cccnc23)cc1	-19	16	1	0.2	5	5	-1	7	7	-3
Cc1c(N/C=C/C(=O)C(F)(F)F)c(=O)n(-c2ccccc2)n1C	11	-9	-4	-0.6	0	2	-2	16	4	1
CN(C(=O)COC(=O)CNC(=O)c1sc2ccccc2c1Cl)c1ccccc1	10	-3	7	-0.2	1	-3	-3	21	13	3
C/C(=N/NS(=O)(=O)c1ccc(Br)cc1)c1ccc(NC(=O)c2ccc(C)o2)cc1	-131	2	5	1.5	-1	16	3	23	-39	-3
CC1=C(C(=O)Nc2ccccc2)C(c2ccccn2)n2nc(CCCO)nc2N1 (stereo unspecified)	.	3	.	-0.5	-1	-7	.	1	-9	-2
Cc1ccc(/C=N/NC(=O)CNC(=O)Cc2ccccc2)o1	1	-5	11	0.1	2	-14	1	8	1	-1
CCc1ccccc1NC(=O)C1CCCN(c2ncccn2)C1 (stereo unspecified)	3	-6	-2	-1.4	3	11	-3	19	-3	-3
CC(=O)c1ccc(N2Cc3ccccc3C3(CCOCC3)C2=N)cc1	-37	-10	12	1.3	-1	-1	2	22	-23	0
COc1ccccc1CNC(=O)N1CCN(S(=O)(=O)c2ccc(C)cc2)CC1	2	2	-5	-0.4	-1	-1	-3	8	-6	1
O=C(C1CC1)N1CCCN(C(=O)C2CC2)CC1	2	-10	3	0.1	0	-9	6	10	12	-3
Cc1cccc2sc(NC(=O)c3ccc(Cl)s3)nc12	-39	32	1	.	1	11	-1	12	-199	1
CN(CC(=O)O)S(=O)(=O)c1ccc2[nH]c(=O)c(=O)[nH]c2c1	-42	1	0	-0.2	0	4	-6	10	10	0
CCS(=O)(=O)N1CCC(C(=O)Nc2ccc(C(C)=O)cc2)CC1	-27	-4	4	-0.7	-2	-4	0	29	5	-1
COc1ccc(CN2C(=O)CN(C3CCCCCC3)C(=O)C2c2ccc(F)cc2)cc1 (stereo unspecified)	-10	-12	-6	-0.1	-4	2	1	24	-24	5
CC1(C)OC(=O)C(=CNc2ccccn2)C(=O)O1	-5	-2	-4	-0.2	2	6	-2	23	-7	-2
O=C(CN(C(=O)CSc1nc2ccccc2o1)c1ccccc1F)NC1CCCCC1	-9	-5	4	0.2	-1	2	3	22	16	-6
Cc1ccc2c(c1)C1CN(C)CCC1N2S(=O)(=O)c1ccc(Oc2ccc([N+](=O)[O-])cc2)cc1 (stereo unspecified)	-12	.	-11	.	.	.	6	.	.	0
Cc1ccc(F)cc1NC(=O)C1C2CCC(O2)C1C(=O)O (stereo unspecified)	-13	-13	4	0.6	-3	1	6	-7	6	-1
O=C(c1ccccc1)c1cc([N+](=O)[O-])ccc1N1CCCC1	-6	7	8	-0.2	1	1	-1	9	15	-1

Continued, overlapping the part above by two compounds.
SMILES	KLF5 inhibitor	HSF1 activator	IEC-6 cytotox	HIF activator	GSK3beta inhib	HSF1 inh	HSP90 refold inh	AI-2 QS modul	aSyn 5UTR inh	GSK3A inh
Cc1ccc(F)cc1NC(=O)C1C2CCC(O2)C1C(=O)O (stereo unspecified)	-13	-13	4	0.6	-3	1	6	-7	6	-1
O=C(c1ccccc1)c1cc([N+](=O)[O-])ccc1N1CCCC1	-6	7	8	-0.2	1	1	-1	9	15	-1
COc1ccc(-c2[nH]ncc2CNC(C)CCn2cccn2)cc1F (stereo unspecified)	-28	3	6	-0.7	0	0	1	4	4	0
COc1cc2c(cc1OC)C(NC(=O)C(F)(F)F)C/C2=N\O (stereo unspecified)	-5	-20	-4	-0.3	4	-5	2	4	8	.
CC1(c2nnc(-c3ccccc3)o2)CC(c2ccccc2)=NO1 (stereo unspecified)	.	1	.	1.2	0	17	.	5	-21	-3
Cc1ccc(NN=C2c3ccccc3-c3ccccc32)cc1	-21	-47	6	1.1	1	-36	5	9	-212	-1
N#C/C(=C(/O)c1cccc(F)c1)c1nc2ccccc2s1	-69	-29	4	1.9	1	0	-4	13	-149	-1
CCOC(=O)c1cccc(COC(=O)c2cccc(-c3nnc(-c4ccccc4)o3)c2)c1	-128	.	-2	.	2	.	-5	23	-22	-2
Cc1ccc(S(=O)(=O)NC(C(=O)N2CCOCCOCCOCC2)c2ccccc2)cc1 (stereo unspecified)	-2	10	0	-0.5	-1	-4	-1	3	-1	2
COc1cnc(-c2cccc(C(F)(F)F)c2)[nH]c1=O	-9	-11	-6	0.1	-6	2	-3	26	9	2
CCNc1nc(NCC)nc(N/N=C/c2ccccc2)n1	-45	-4	2	-1.8	2	-11	-3	-10	25	-2
O=C(NC(=O)c1ccccc1)Nc1cccc(S(=O)(=O)N2CCCCC2)c1	-3	-2	-3	2.2	1	0	1	20	-3	-2
COc1ccc(/C=N/NC(=O)c2cc[n+]([O-])cc2)cc1O	-34	17	0	0.2	-1	-4	5	-3	16	5
COc1cccc2sc(NNC(=O)c3nc4ccccc4s3)nc12	-15	-5	2	0.1	4	-11	-5	15	32	1
N#C/C(=C/N1CCOCC1)c1ccccc1	-21	5	7	0.5	2	4	3	33	-9	-1
CC(C)c1[nH]nc2c1C(c1ccco1)C(C#N)=C(N)O2 (stereo unspecified)	-38	55*	-1	1.2	-5	17	-3	22	-133	27
CCN(CC)S(=O)(=O)c1ccc(O)c(C(=O)OCC(=O)Nc2cc(C)c(C)cc2[N+](=O)[O-])c1	-2	8	-2	-0.2	-28	-1	3	17	21	-1
O=C(COC(=O)Cn1cnc2ccccc21)NCc1ccc(F)cc1	-2	-7	7	0.2	-4	-10	4	54	-20	0
CC(C)CC1NC(=O)N(CC(=O)N2CCN(S(=O)(=O)c3ccc4ccccc4c3)CC2)C1=O (stereo unspecified)	-5	-27	-8	-1.2	-3	-17	-2	19	11	1
Cc1ccccc1OCCC(=O)OCC(=O)Nc1cc(S(=O)(=O)N2CCOCC2)ccc1Cl	-22	-6	1	-0.1	1	-1	-3	19	17	-1
COc1cc2c(=O)c(-c3ccc(O)cc3)coc2cc1OC1OC(CO)C(O)C(O)C1O (stereo unspecified)	-41	10	-6	0.3	0	1	-2	27	24	5
O=C(Cn1cnc2c(cnn2-c2ccc(F)cc2)c1=O)OCc1ccccc1	-29	9	6	-0.3	-1	6	-2	36	-5	-6
Cc1c(OCc2nn[nH]n2)ccc2c(-c3ccccc3)cc(=O)oc12	-8	22	4	0.7	-2	-3	-1	14	-6	0
O=C(CCCCCN1C(=O)c2ccccc2C1=O)Nc1cccc(O)c1	-19	-3	-1	-1.0	0	-5	-3	17	7	-1
O=S1(=O)CCC(NC(=S)Nc2ccccc2)C1 (stereo unspecified)	4	0	1	-0.2	0	0	4	19	10	-2
CCOc1ccc2[nH]c(=O)c(CN(CCOC)C(=O)N3CCOCC3)cc2c1	-41	4	3	0.1	-3	-7	4	10	8	-1
O=c1c2ccccc2c(/C=N/NS(=O)(=O)c2ccccc2)c(O)n1-c1ccccn1	-27	-8	0	-0.3	2	4	2	21	-37	0
Next part:
SMILES	KLF5 inhibitor	HSF1 activator	IEC-6 cytotox	HIF activator	GSK3beta inhib	HSF1 inh	HSP90 refold inh	AI-2 QS modul	aSyn 5UTR inh	GSK3A inh
O=S(=O)(CCc1ccccc1)/N=C/c1cccs1	6	-10	-1	-0.3	-4	-11	-2	8	-1	0
Cc1cccc(NC(=O)CCN2C(=O)c3ccccc3C2=O)c1	-37	6	2	-1.4	2	-9	-1	?	-5	-1
COc1ccc(NS(=O)(=O)c2ccc3c(c2)N(C(C)=O)CC(C)S3)c(OC)c1 (stereo unspecified)	1	19	5	-0.4	0	-3	3	12	-4	-2
Cn1ncc2c(c(SCc3ccc(Cl)cc3Cl)nn2C)c1=O	-2	7	4	-0.3	2	1	3	3	11	-4
Cc1cc(NC(=O)c2ccc(Cl)c(S(=O)(=O)N3CCOCC3)c2)no1	4	3	-8	0.0	-5	0	-5	1	-10	-2
CN(C)/C=C/C(=O)/C=C/c1cn(-c2ncc(C(F)(F)F)cc2Cl)c2ccccc12	-3	9	0	0.0	2	8	1	1	19	-7

Pulled by compound from above (two):
SMILES	KLF5 inhibitor	HSF1 activator	IEC-6 cytotox	HIF activator	GSK3beta inhib	HSF1 inh	HSP90 refold inh	AI-2 QS modul	aSyn 5UTR inh	GSK3A inh
Cn1ncc2c(c(SCc3ccc(Cl)cc3Cl)nn2C)c1=O	-2	7	4	-0.3	2	1	3	3	11	-4
COc1ccc(NS(=O)(=O)c2ccc3c(c2)N(C(C)=O)CC(C)S3)c(OC)c1 (stereo unspecified)	1	19	5	-0.4	0	-3	3	12	-4	-2

Some of the entries so far, in CSV form.
SMILES,KLF5 inhibitor,HSF1 activator,IEC-6 cytotox,HIF activator,GSK3beta inhib,HSF1 inh,HSP90 refold inh,AI-2 QS modul,aSyn 5UTR inh,GSK3A inh
Cc1cccc(NC(=O)CCN2C(=O)c3ccccc3C2=O)c1,-37,6,2,-1.4,2,-9,-1,?,-5,-1
Cc1cc(NC(=O)c2ccc(Cl)c(S(=O)(=O)N3CCOCC3)c2)no1,4,3,-8,0.0,-5,0,-5,1,-10,-2
O=S(=O)(CCc1ccccc1)/N=C/c1cccs1,6,-10,-1,-0.3,-4,-11,-2,8,-1,0
CN(C)/C=C/C(=O)/C=C/c1cn(-c2ncc(C(F)(F)F)cc2Cl)c2ccccc12,-3,9,0,0.0,2,8,1,1,19,-7
COc1ccc(NS(=O)(=O)c2ccc3c(c2)N(C(C)=O)CC(C)S3)c(OC)c1 (stereo unspecified),1,19,5,-0.4,0,-3,3,12,-4,-2
